HSF1 activator: HSF-1 activators, primary screen, NIH3T3-HGL cells, MG132 stress, luminescence, single point; NIH3T3-HGL HSF-1 luciferase reporter, 8 h; 100% = twice DMSO control signal; activation, % at 9 µM; 300,000 compounds, 1.7% hits;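 active = mean replicate activation of at least 50% with a set share of replicates each reaching 50%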;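 also: 0% = median of the neutral control wells and 100% = twice that signal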
Platelet DG rel: inhibitors of platelet dense granule secretion, primary screen, cell-based, MLPCN, human platelets. 300,000 compounds, 0.22% hits. inhibition, %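 (compounds screened at 7.5 µM in platelet-rich plasma)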. AID 1663, 2009. human platelet-rich plasma, SFLLRN dense granule ATP release, luminescence;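 active = mean replicate score, as percent of positive control, at or above 50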
aSyn 5UTR inh: MLPCN primary screen, SNCA 5' untranslated region; alpha-synuclein 5'UTR reporter, inhibitor activity; inhibition, % (tested at 7.5 µM); 300,000 compounds, 0.82% hits; AID 1813, 2009; in the data active = inhibition above about 60%;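 also: H4 neuroglioblastoma cells stably carrying SNCA 5'UTR luciferase fusion; 0% = DMSO wells and 100% = positive control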
HSP90 refold inh: HSP90 inhibitors, primary screen, cell lysate, luminescence. Heat shock protein HSP 90 (rabbit reticulocyte lysate; luciferase refolding). Rabbit reticulocyte lysate, luciferase refolding luminescence, 3 h. inhibition, % at 5.6 µM. 290,000 compounds, 0.91% hits;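 active = inhibition above the screen-wide mean plus 3 SD, computed separately per campaign, cut at about 16% in these data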;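 also: 0% = DMSO wells and 100% = 60 µM geldanamycin wells; inhibitors lower the luminescence because luciferase stays unfolded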
AI-2 QS mod: Vibrio harveyi AI-2 quorum sensing modulators, primary screen, JMH597 strain, luminescence/OD600 ratio; 300,000 compounds, 0.4% hits; AID 2094, 2009; activity change, % at 7.5 µM; Vibrio harveyi JMH597 AI-2 luminescence/OD600 ratio, 9 h; active compounds read low; strain lacks LuxN and CqsS sensors; 0 = neutral-control median; in the data active = activity change below about -75%, passing the limit was not always enough;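 also: luminescence divided by OD600 gain over 9 h not by final OD600 alone; inactives centre near 13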
HSF1 inhib: HSF1 inhibitors in luciferase reporter cells, primary screen, cell-based, NIH3T3, luminescence | activity change, negative = inhibition, % at 7.5 µM (by protocol) | AID 2098, 2009 | NIH3T3-HGL HSE-luciferase, MG132-induced, luminescence 8 h; active compounds read low | 300,000 compounds, 0.77% hits;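 active = more than half of replicate wells show activity change below -50%, luminescence cut by over half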;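 also: luciferase reports HSF-1 transcriptional activity via heat shock element; 0% = median of DMSO wells and -100% = zero luminescence signal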
HDAC3 inh: HDAC3 deacetylase inhibitors, primary screen, biochemical, fluorescence, cell-free homogeneous | inhibition, % at 8.3 µM | recombinant HDAC3, fluorogenic peptide/trypsin coupled | AID 2718, 2010 | 320,000 compounds, 0.15% hits | Histone deacetylase 3 (Homo sapiens), O15379; in the data active = inhibition above about 26%, passing the limit was not always enough
Target sequence (O15379 whole entry, looked up): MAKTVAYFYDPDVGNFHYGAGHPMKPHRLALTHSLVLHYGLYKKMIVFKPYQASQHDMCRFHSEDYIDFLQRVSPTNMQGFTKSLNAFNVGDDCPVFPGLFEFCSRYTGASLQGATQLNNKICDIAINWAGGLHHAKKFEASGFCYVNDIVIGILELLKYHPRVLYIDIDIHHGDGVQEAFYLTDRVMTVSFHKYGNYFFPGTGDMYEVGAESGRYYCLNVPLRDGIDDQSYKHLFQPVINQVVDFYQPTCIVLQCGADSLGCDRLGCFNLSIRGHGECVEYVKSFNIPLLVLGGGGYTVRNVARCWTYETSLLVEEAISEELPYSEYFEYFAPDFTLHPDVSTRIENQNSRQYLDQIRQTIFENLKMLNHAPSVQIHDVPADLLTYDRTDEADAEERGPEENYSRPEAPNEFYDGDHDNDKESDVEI
IEC-6 cytotox: cytotoxicity in IEC-6 intestinal epithelial cells, primary screen, cytotoxicity control for KLF5 inhibitor project, cell-based, luminescence | IEC-6 cytotoxicity, luminescence viability | inhibition, % at 5 µM | 290,000 compounds, 0.78% hits | AID 1825, 2009; in the data active = inhibition above about 22%;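 also: 0% = plate median of test compound wells and 100% = cytotoxic reference compound wells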
KLF5 inhibitor: KLF5 expression inhibitors, primary screen, DLD-1 cells, luminescence. DLD-1 KLF5 promoter-luciferase reporter. inhibition, % at 5 µM. 290,000 compounds, 0.23% hits;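 active = inhibition above a per-plate limit of that plate's mean compound inhibition plus 3 SD, cut at about 60% in these data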;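 also: 0% = DMSO wells and 100% = LY294002 at 200 µM; higher means less KLF5 promoter-driven luciferase light; inactives centre near -14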
HIF act: HIF pathway transcriptional activators, primary screen, cell-based, U2OS HRE-luciferase, luminescence. 300,000 compounds, 0.32% hits. activation, % at 7.5 µM (by protocol). U2OS HRE-luciferase reporter; normalized: DMSO 0%, desferrioxamine 100%. AID 1910, 2009;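 active = mean activation of at least 10% of the iron chelator positive control signal, with at least half of replicates also reaching 10%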
The depositor's hits bear a star; · = no result given. Not a hit list, and some 5% of all compounds hit somewhere here.

Structure,HSF1 activator,Platelet DG rel,aSyn 5UTR inh,HSP90 refold inh,AI-2 QS mod,HSF1 inhib,HDAC3 inh,IEC-6 cytotox,KLF5 inhibitor,HIF act
CN(C)S(=O)(=O)c1ccc(N2CCCC2)c(C(=O)NC2(C)CCS(=O)(=O)C2)c1 (stereo unspecified),-11,-4,13,·,28,-11,0,·,·,0.4
O=C(Nc1ccccc1OC(F)F)c1ccc(Br)o1,5,14,13,0,3,9,3,1,-3,0.2
COc1ccccc1NC(=O)N[C@@H](Cc1c[nH]c2ccccc12)C(=O)NN,6,2,-8,-2,14,6,-6,-2,-43,-9.3
O=C(CCN1C(=O)C2C3C=CC(C3)C2C1=O)Nc1ccccn1 (stereo unspecified),-3,-12,7,3,21,0,-5,2,-7,-0.3
CCC(=O)Nc1nnc(-c2ccc(Cl)s2)o1,-8,0,-23,-2,12,-1,-2,-1,-33,0.3
CC(=O)Nc1ccc(S(=O)(=O)Oc2ccc(Br)cc2C(=S)N2CCOCC2)cc1,-17,8,2,-2,28,-2,3,-4,-11,-0.3
COc1ccc(N2CCN(C(=O)COC(=O)CCS(=O)(=O)c3ccc(C)cc3)CC2)cc1,-4,2,13,·,29,-2,-3,·,·,-1.2
CC(C)=C(NC(=O)c1ccccc1)C(=O)N1CCOCC1,-13,1,11,-4,19,-8,-5,-5,-16,-0.2
O=C(NCc1ccccn1)C1CCC(=O)N1C1CCCCC1 (stereo unspecified),4,10,16,-3,9,-6,3,-1,-16,-0.4
CCC(C)(C(=O)Nc1ccc2c(c1)OCCO2)N(C(C)=O)c1ccc(C(N)=O)cc1 (stereo unspecified),-5,5,6,4,24,-6,2,4,3,-0.3
CCOc1ccc(CCNC(=O)COC(=O)c2cccc(N(C)C)c2)cc1OCC,-22,-6,-90,·,9,-18,-7,·,·,3.5
COc1ccc(Nc2ncc(C#N)c(N)n2)c(OC)c1,-1,-7,-56,4,-1,-2,3,2,4,0.3
Cc1ccc(NS(=O)(=O)c2cccc3nsnc23)cc1[N+](=O)[O-],-8,7,12,3,10,11,1,5,-7,0.2
O=c1/c(=C/c2cccc3ccccc23)sc2ncnn12,-3,-5,8,0,3,2,3,1,1,-0.7
O=C(NNC(=O)c1ccco1)Nc1ccccc1,12,-17,-15,-4,9,2,-2,-6,-22,0.4
CCC1=NN2C(=N)/C(=C/c3ccc(OS(=O)(=O)c4ccc(C)cc4)c(OC)c3)C(=O)N=C2S1,19,0,-19,-2,39,-2,-10,0,-2,-0.1
CCOC(=O)c1cc(CC)sc1NC(=O)CC1SC(N)=NC1=O (stereo unspecified),11,4,3,2,23,0,9,4,7,-0.2
CC1(C)CNC(=O)CC(C)(C)N1,0,6,-5,-3,0,0,0,0,7,0.1
COc1ccc(-c2nnc(SC(C)C#N)o2)cc1 (stereo unspecified),12,-1,-98,4,-2,4,3,5,-29,1.0
O=C(Nc1ccc(F)cc1)c1cc(S(=O)(=O)Nc2ccc(F)cc2)cs1,9,-2,-14,-2,15,-2,2,-4,6,-0.1
Nc1nonc1-n1nnc(C(=O)N/N=C/c2ccccc2F)c1CN1CCOCC1,44,8,4,·,20,15,-3,·,·,-0.2
O=C(Nc1cccc(-n2cnnn2)c1)c1cccs1,-3,4,13,2,2,-2,4,4,1,0.6
Cc1ccc(CN2CCN(CC(=O)N/N=C/c3ccc(C)o3)CC2)cc1,7,3,-6,-1,·,-10,4,4,-12,-0.6
CCOC(=O)C(=CNc1cccnc1Oc1ccc(C)c2c1CCC2)C(=O)OCC,-16,-1,31,1,9,-11,-2,-2,-1,4.1
COc1ccc(C(=O)CC(Nc2ccc([N+](=O)[O-])cc2)c2ccc(OC)cc2)cc1 (stereo unspecified),·,-8,·,1,14,·,1,1,8,·

5 neighbouring entries already listed:
Structure,HSF1 activator,Platelet DG rel,aSyn 5UTR inh,HSP90 refold inh,AI-2 QS mod,HSF1 inhib,HDAC3 inh,IEC-6 cytotox,KLF5 inhibitor,HIF act
CN(C)S(=O)(=O)c1ccc(N2CCCC2)c(C(=O)NC2(C)CCS(=O)(=O)C2)c1 (stereo unspecified),-11,-4,13,·,28,-11,0,·,·,0.4
O=C(Nc1ccccc1OC(F)F)c1ccc(Br)o1,5,14,13,0,3,9,3,1,-3,0.2
COc1ccccc1NC(=O)N[C@@H](Cc1c[nH]c2ccccc12)C(=O)NN,6,2,-8,-2,14,6,-6,-2,-43,-9.3
O=C(CCN1C(=O)C2C3C=CC(C3)C2C1=O)Nc1ccccn1 (stereo unspecified),-3,-12,7,3,21,0,-5,2,-7,-0.3
CCC(=O)Nc1nnc(-c2ccc(Cl)s2)o1,-8,0,-23,-2,12,-1,-2,-1,-33,0.3

Back to the main list with the 5 entries that preceded the break.
Structure,HSF1 activator,Platelet DG rel,aSyn 5UTR inh,HSP90 refold inh,AI-2 QS mod,HSF1 inhib,HDAC3 inh,IEC-6 cytotox,KLF5 inhibitor,HIF act
Nc1nonc1-n1nnc(C(=O)N/N=C/c2ccccc2F)c1CN1CCOCC1,44,8,4,·,20,15,-3,·,·,-0.2
O=C(Nc1cccc(-n2cnnn2)c1)c1cccs1,-3,4,13,2,2,-2,4,4,1,0.6
Cc1ccc(CN2CCN(CC(=O)N/N=C/c3ccc(C)o3)CC2)cc1,7,3,-6,-1,·,-10,4,4,-12,-0.6
CCOC(=O)C(=CNc1cccnc1Oc1ccc(C)c2c1CCC2)C(=O)OCC,-16,-1,31,1,9,-11,-2,-2,-1,4.1
COc1ccc(C(=O)CC(Nc2ccc([N+](=O)[O-])cc2)c2ccc(OC)cc2)cc1 (stereo unspecified),·,-8,·,1,14,·,1,1,8,·
CC(C)NC(=O)N1CCOCCOCCN(C(=O)NC(C)C)CCOCCOCC1,·,·,·,1,30,·,·,5,-18,·
CCOC(=O)N1CCC(NC(=O)CCC(=O)c2ccccc2)CC1,5,-1,9,-4,8,-4,0,6,17,-0.1
O=C(Cn1cnc2ccccc21)OCC(=O)N1CCCc2ccccc21,23,7,4,1,16,9,1,-4,4,0.4
Cn1c(=O)c2c(nc(Cl)n2Cc2ccncc2)n(C)c1=O,5,1,42,7,9,-5,-2,1,-7,-0.1
O=C(/C=C/c1ccc(F)cc1)NCCC1=CCCCC1,49,0,-105,2,-89*,29,3,5,-68,3.0
CCC1(C)Cc2ccccc2-c2nc(-c3ccccc3)oc(=O)c21 (stereo unspecified),-5,3,-1,1,22,0,0,-5,0,-1.1
CCn1c(C)cc(C=C2C(=O)c3ccccc3C2=O)c1C,11,10,-92,4,-7,0,·,1,-2,1.9
Cc1[nH]nc(N=CC2=C(O)CC(c3ccco3)CC2=O)c1-c1ccccc1 (stereo unspecified),6,4,-18,-2,15,2,0,-3,19,0.7
CCOC(=O)N1CCN(c2c(NCCN3CCN(c4ccccc4F)CC3)c(=O)c2=O)CC1,10,-11,1,-1,17,-4,-5,-4,-9,-0.5
C=CCc1ccccc1OCCn1ccnc1,6,-14,15,0,0,-6,2,7,-46,-23
O=C(CN1CCCCCC1)N/N=C/c1cccc(Cl)c1,-2,-5,20,0,11,6,4,2,-24,-0.3
Cc1cc(C)cc(N2CC(C)(C)C2=O)c1,-7,-3,-8,-2,9,-8,8,0,-13,-0.1
COc1ccccc1-n1c(-c2ccccc2)c[nH]c1=S,24,8,-24,1,33,29,·,0,-15,5.4
Cc1ccc(/C(N)=N/OC(=O)CCCc2ccccc2)cc1,7,4,-68,-2,9,14,1,6,-35,1.2
COc1cc2sc3ccc(-c4ccc(N(C)C)nc4)cc3c(=O)c2cc1OC,15,1,-141,·,13,24,-2,·,·,2.7
O=C(CCCn1c(=O)[nH]c2cc(Cl)ccc2c1=O)NCCC1=CCCCC1,5,-2,20,3,13,-1,4,-1,-21,-0.7
O=C(CCc1ccccc1)NNC(=O)Nc1ccc(Br)cc1,24,2,-27,-3,7,15,11,1,-63,1.2
CC1(C)OC2OC(C(=O)N/N=C/c3cc(Br)ccc3O)C3OC(C)(C)OC3C2O1 (stereo unspecified),-1,4,-25,2,27,7,-10,3,5,2.3
COc1ccc(CCNC(=O)Cn2nnc(-c3ccc(N(C)C)cc3)n2)cc1OC,-11,-4,-3,0,11,-4,2,0,-1,0.3
CC(Cc1cccs1)NC(=S)Nc1ccc(Cl)c(Cl)c1 (stereo unspecified),46,0,-15,5,2,0,9,9,-16,0.5
CCc1nccn1S(=O)(=O)c1ccc2ccccc2c1,7,26,17,2,9,-1,-3,0,2,-0.3
CCOc1ccc(C(=O)NCCC(=O)N2CCC3(CC2)NCCc2[nH]cnc23)cc1,-9,0,4,-5,9,-4,-8,-1,-20,-0.6
Cc1oc(-c2ccc(Cl)cc2)nc1CN1CCCC(C(=O)NCCCN2CCOCC2)C1 (stereo unspecified),2,1,0,0,13,2,-1,14,15,-0.4
Cc1ccc(S(=O)(=O)N(C)CC(=O)N2CCN(Cc3ccc4c(c3)OCO4)CC2)cc1,-19,-2,12,0,24,-7,-1,2,2,0.4
Cc1ccccc1N(CC(=O)NCc1ccco1)C(=O)CNS(=O)(=O)c1ccc(F)cc1,3,4,8,-1,5,1,7,3,-15,-6.1
Cc1cccc(N2CCN(C(=O)c3ccc4c(c3)OCCO4)CC2)c1C,5,3,11,4,5,1,-14,7,-20,0.0
Nc1cc(S(=O)(=O)N2CCCCC2)ccc1Oc1ccc(Cl)cc1,-4,-10,7,-1,-12,-6,-3,1,-17,-1.2
COC(=O)c1ccccc1NC(=O)COC(=O)c1ccccc1N=Nc1ccc(N(C)C)cc1,3,-10,-80,-6,-3,-3,16,-1,-10,0.5
COc1ccc2c(N)c(C(=O)NN)[nH]c2c1,7,6,8,5,17,-2,4,0,21,-0.7
Fc1cccc(CSc2nnc3c(n2)[nH]c2ccccc23)c1,·,-3,-142,0,14,·,0,-4,-87,·
N#Cc1c(-c2ccccc2Cl)noc1/C=C/Nc1ccc(C(=O)O)cc1,-14,-1,-60,-2,37,-13,2,8,-9,-0.4
COc1ccc(C(=O)NC(=S)NC(C)C)cc1Br,3,-1,-70,-6,28,6,5,0,-51,0.4
CCOC(=O)c1cnc2[nH]c3ccccc3n2c1=O,-29,-1,-86,6,41,-21,-122,10,-86,1.7
COc1cccc(N2CCN(S(=O)(=O)c3ccc4c(c3)NC(=O)C(C)C(=O)N4)CC2)c1 (stereo unspecified),15,-7,31,6,12,3,-10,-1,-7,-0.4

Screens: PubChem, several laboratories
